Source: PubChem BioAssay (several laboratories)
SRC2 inh – inhibition of GAL4-SRC2 driven luciferase reporter, primary screen, SRC2 inhibitor project, cell-based, luminescence | Nuclear receptor coactivator 2 (Homo sapiens), Q15596 | HEK293 GAL4-SRC2 luciferase reporter | inhibition, % at 9 µM | 0.17% of 370,000 active | AID 651957, 2012;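 active means inhibition above the mean inhibition of all tested compounds plus 3 SD, set per campaign, cut at about 52% in these data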;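 further: 0% = DMSO treated cells and 100% = cells given Gossypol at 36 µM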
Target sequence (Q15596 whole entry, looked up, the tested form may be a part): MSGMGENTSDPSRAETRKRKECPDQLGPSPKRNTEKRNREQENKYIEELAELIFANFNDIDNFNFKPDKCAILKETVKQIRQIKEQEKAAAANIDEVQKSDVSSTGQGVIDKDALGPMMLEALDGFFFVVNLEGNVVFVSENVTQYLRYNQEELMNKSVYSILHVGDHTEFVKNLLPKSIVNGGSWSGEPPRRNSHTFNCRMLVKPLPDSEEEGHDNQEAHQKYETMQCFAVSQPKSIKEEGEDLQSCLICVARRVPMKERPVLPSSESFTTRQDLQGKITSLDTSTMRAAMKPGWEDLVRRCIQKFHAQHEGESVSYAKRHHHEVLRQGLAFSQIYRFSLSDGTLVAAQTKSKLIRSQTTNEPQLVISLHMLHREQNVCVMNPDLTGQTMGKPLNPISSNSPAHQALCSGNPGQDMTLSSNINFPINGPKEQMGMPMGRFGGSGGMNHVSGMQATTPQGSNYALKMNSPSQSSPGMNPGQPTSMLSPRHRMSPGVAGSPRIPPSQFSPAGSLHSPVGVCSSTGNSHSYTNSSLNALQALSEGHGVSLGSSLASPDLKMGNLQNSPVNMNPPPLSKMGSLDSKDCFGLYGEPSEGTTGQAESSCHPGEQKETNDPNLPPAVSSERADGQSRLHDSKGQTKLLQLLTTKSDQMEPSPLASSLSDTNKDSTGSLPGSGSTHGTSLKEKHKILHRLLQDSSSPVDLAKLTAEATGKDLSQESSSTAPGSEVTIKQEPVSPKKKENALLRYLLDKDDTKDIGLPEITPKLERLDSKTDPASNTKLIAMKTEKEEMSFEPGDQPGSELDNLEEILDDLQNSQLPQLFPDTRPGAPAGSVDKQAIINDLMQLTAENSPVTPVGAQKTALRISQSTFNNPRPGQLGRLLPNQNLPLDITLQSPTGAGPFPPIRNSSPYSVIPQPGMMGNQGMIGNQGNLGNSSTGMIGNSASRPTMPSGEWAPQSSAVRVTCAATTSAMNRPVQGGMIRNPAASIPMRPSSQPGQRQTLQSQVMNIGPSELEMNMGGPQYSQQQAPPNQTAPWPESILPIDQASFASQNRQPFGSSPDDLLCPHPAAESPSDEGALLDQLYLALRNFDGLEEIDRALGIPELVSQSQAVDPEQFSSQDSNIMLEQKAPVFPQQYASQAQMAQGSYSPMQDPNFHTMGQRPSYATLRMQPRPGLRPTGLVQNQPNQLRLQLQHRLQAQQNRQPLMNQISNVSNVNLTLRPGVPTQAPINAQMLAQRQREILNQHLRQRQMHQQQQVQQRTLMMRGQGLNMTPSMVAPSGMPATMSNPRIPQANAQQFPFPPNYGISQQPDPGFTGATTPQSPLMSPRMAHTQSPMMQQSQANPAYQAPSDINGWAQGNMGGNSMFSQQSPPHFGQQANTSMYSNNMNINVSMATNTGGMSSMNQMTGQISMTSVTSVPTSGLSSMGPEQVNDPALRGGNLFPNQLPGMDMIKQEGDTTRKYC
NR5A2 inv ag – LRH-1 (NR5A2) inverse agonists, primary screen, cell-based, luminescence, HEK293T, StAR-luciferase reporter; 0.13% of 360,000 active; LRH-1 transfected, 24 h; AID 602396, 2012; inhibition, % at 3.6 µM;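 active means inhibition above the mean inhibition of all tested compounds plus 3 SD, cut at about 73% in these data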;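 further: 0% = DMSO wells and 100% = reporter-only cells lacking LRH-1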
TWEAK Fn14 block – inhibitors of TWEAK-Fn14 signaling, primary screen, luciferase reporter cells, uHTS; TWEAK-stimulated Fn14 reporter cells, luciferase luminescence, 8 h; inhibition, % at 10 µM; 2% of 360,000 active; AID 1159606, 2016; in the data active means inhibition above about 50%
TLR9-MyD88 block – inhibitors of TLR9-MyD88 association in cells, primary screen, cell-based, CHO, BLA complementation, fluorescence. Toll-like receptor 9 (Homo sapiens) + Myeloid differentiation primary response protein …. CCF4 FRET ratio. inhibition, % at 4.98 µM. 0.21% of 340,000 active. AID 504734, 2011;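 active means inhibition above the mean over all tested compounds plus 3 SD, cut at about 21% in these data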;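 further: 0% = DMSO only wells and 100% = clavulanate BLA inhibitor control wells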
NCOA1 inh – SRC1 coactivator transcriptional activity inhibitors, primary screen, cell-based, luminescence. Nuclear receptor coactivator 1 (Homo sapiens), Q15788. HEK293 GAL4-SRC1 luciferase reporter. inhibition, % at 3.6 µM. 0.12% of 360,000 active. AID 588354, 2011;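 active means inhibition above the campaign mean plus 3 SD, with each screening campaign given its own cutoff, cut at about 60% in these data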;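 further: 0% = DMSO treated cells and 100% = gossypol at 36 µM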
COUP-TFII inh – NR2F2 transcriptional activity inhibitors, primary screen, cell-based, luciferase reporter, HEK293T, luminescence; inhibition, % at 8.6 µM; 0.7% of 370,000 active; HEK293T NGFI-A luciferase reporter; COUP transcription factor 2 (Homo sapiens), P24468;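 active means inhibition above a per-plate cutoff, mean inhibition of test wells between control levels plus 3 SD, cut at about 38% in these data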;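 further: cells cotransfected with COUP-TFII expression vector driving the NGFI-A reporter; 0% = median of COUP-TF2 test wells and 100% = reporter-only cells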
LMP1 NFkB inh – EBV LMP1-driven NF-kappaB luciferase reporter inhibitors, primary screen, cell-based, luminescence, single point | LMP1-induced NF-kappaB luciferase reporter cells | inhibition, % at 12.5 µM | 0.69% of 350,000 active | AID 504558, 2011; in the data active means inhibition above about 41%;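 further: 0% = neutral control wells and 100% = reference inhibitor control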
NOD2-RIPK2 inh – NOD2-RIPK2 binding disruptors in cells, primary screen, fluorescence, CHO cells, BLA complementation | CCF4 ratio | inhibition, % at 4.98 µM | 0.38% of 360,000 active | AID 624267, 2012; in the data active means inhibition above about 21%;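 further: 0% = vehicle only and 100% = reference blocker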
TROY signal inh – inhibitors of TROY-driven NF-kB signaling, primary screen, Q293 LMP1-TROYcd cells, NF-kB luciferase, uHTS; AID 1347056, 2019; 0.98% of 360,000 active; Q293 LMP1-TROYcd NF-kB luciferase reporter, 4 h; inhibition, % at 10 µM;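 active means compounds whose plate-normalised and pattern-corrected inhibition of the luciferase reporter signal at the single screening dose is 50% or more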
TRAIL sens C8 – viability loss with TRAIL in NB7+C8 cells, primary screen, TRAIL sensitizer project, cell-based, ATPlite luminescence; inhibition (viability loss, TRAIL sensitization), % at 10 µM; 1% of 360,000 active;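 active means compounds causing at least 50% loss of cell viability in the single-dose screen, relative to plate controls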
SRC3 inh – SRC3 coactivator transcriptional activity inhibitors, primary screen, cell-based, luminescence | 0.17% of 360,000 active | inhibition, % at 3.6 µM | AID 588352, 2011 | HEK293 GAL4-SRC3 luciferase reporter | Nuclear receptor coactivator 3 (Homo sapiens), Q9Y6Q9;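 active means inhibition above a per-campaign cutoff, the mean of all compounds plus 3 SD, cut at about 60% in these data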;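 further: 0% = DMSO-treated cells and 100% = gossypol-treated cells at 36 µM; higher means less SRC3-driven luciferase light from the GAL4 reporter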
An asterisk follows results filed as active; nt = no result given. These rows are one share of the data (hit frequency here may not be typical).

nr	compound	SRC2 inh	NR5A2 inv ag	TWEAK Fn14 block	TLR9-MyD88 block	NCOA1 inh	COUP-TFII inh	LMP1 NFkB inh	NOD2-RIPK2 inh	TROY signal inh	TRAIL sens C8	SRC3 inh
1	COc1ccc(NC(=O)CN2C(=O)NC3(CCCCC3C)C2=O)cc1S(=O)(=O)N1CCOCC1 (configuration not stated)	-9	7	-1	-8	13	12	6	-7	-5	9	-10
2	CCN(CC)S(=O)(=O)c1ccc(CNC(=O)CN2C(=O)NC3(CCc4ccccc43)C2=O)cc1 (configuration not stated)	-15	12	-8	1	-14	3	3	-4	9	-10	-3
3	Clc1ccc(-c2ccc(C=Nc3ccc(N4CCOCC4)cc3)o2)cc1	-2	9	0	1	-12	5	-17	6	41	4	-17
4	COc1ccc(CNCc2ccc3ccccc3c2)c(OC)c1	22	5	2	-4	-4	-17	11	-6	1	-2	8
5	Cc1ccccc1OCCSc1nnc(-c2ccncc2)n1C	3	-24	-8	0	0	8	-6	1	-3	1	6
6	O=C(N/N=C/c1cccc(NC(=O)c2ccc(Cl)cc2)c1)c1ccc(O)cc1	-76	-66	-37	-1	-59	-21	-6	-1	-26	61*	-55
7	O=C(Nc1cccc(-c2nc3ccccc3[nH]2)c1)c1ccc(C(=O)Nc2cccc(-c3nc4ccccc4[nH]3)c2)cc1	-41	-22	-76	0	-13	-50	-4	-4	-2	4	-50
8	CCOc1ncccc1C(=O)Nc1ccccc1F	28	-17	-39	-4	-5	-9	-4	-14	-24	12	25
9	CCCCC(c1nnnn1CS(=O)(=O)c1ccc(C)cc1)N1CCN(C)CC1 (configuration not stated)	-20	0	-8	-8	-58	0	-8	-4	-14	1	14
10	O=C(NNS(=O)(=O)c1ccccc1[N+](=O)[O-])c1ccncc1	1	15	-4	-23	-2	-9	-4	8	16	-10	9
11	CC1CCN(S(=O)(=O)c2cccc(C(=O)NC3CCS(=O)(=O)C3)c2)CC1 (configuration not stated)	-8	-16	8	2	10	8	9	5	2	2	-17
12	O=C(c1ccc(F)cc1)N1CCC(C(=O)N2CCN(S(=O)(=O)c3cccc(F)c3)CC2)CC1	-11	7	-7	-2	8	4	4	-3	4	1	-4
13	Cc1ccc(C(=O)CNc2ccc(Cl)cc2)cc1	-12	-16	-35	-6	-11	-4	-8	-9	-1	-14	-19
14	COc1ccc(C2CC(c3ccccc3O)=NN2c2ccccc2)cc1 (configuration not stated)	-5	-5	-7	7	-17	4	-16	-6	-24	3	12
15	COc1cccc(N2C(=O)c3ccncc3C2=O)c1	-25	-6	10	1	-9	3	-4	0	-4	6	-7
16	O=C(NCCn1cccn1)c1ccc(OC2CCN(CCc3ccccc3)CC2)cc1	-3	-33	38	-2	-8	-5	1	-1	-7	-16	8
17	Cc1ccc(Nc2cc(C)c3ccc(O)cc3n2)cc1C	18	3	-105	-3	3	-5	3	0	-37	-8	-14
18	OC[C@@H]1CN(Cc2ccccc2)C[C@H](n2cnc3c(NCc4ccncc4)ncnc32)O1	-22	-9	-54	nt	17	6	nt	-20	-3	-1	7
19	CN(C)c1cccc(N(C)C)c1CNC(=O)NC(=O)c1c(F)cccc1F	-27	-13	-4	-15	0	-5	-4	-4	-1	13	16
20	O=c1c2ccc(Cl)cc2[nH]c(=S)n1CCC1=CCCCC1	-5	-10	-10	1	15	-4	2	-3	-13	4	10
21	Cc1nnc(SCC(=O)NC2CCCCC2)n1N	10	5	10	-3	6	4	-2	9	-21	0	4
22	NC(=O)c1ncn([C@@H]2O[C@H](CNCc3cnc(N4CCOCC4)s3)[C@@H](O)[C@H]2O)n1	-22	26	-8	9	11	6	1	-1	1	7	7
23	COc1cccc(OC(=O)c2ccccc2)c1OC(=O)c1ccccc1	-50	6	-9	-8	-7	-8	-12	0	-15	8	-27
24	CCOc1ncccc1C(=O)N(CC)CC(=O)NCc1ccc(F)cc1	-8	6	-6	-3	-13	-16	1	2	12	16	11
25	CNC(=O)CSc1nnc(COc2ccc([N+](=O)[O-])cc2)n1C	-31	12	2	-12	-2	-9	0	-5	-12	-4	-2

Full records, quoted from the list. Values in the order: SRC2 inh | NR5A2 inv ag | TWEAK Fn14 block | TLR9-MyD88 block | NCOA1 inh | COUP-TFII inh | LMP1 NFkB inh | NOD2-RIPK2 inh | TROY signal inh | TRAIL sens C8 | SRC3 inh
`Cc1ccc(C(=O)CNc2ccc(Cl)cc2)cc1` across the screens: -12 | -16 | -35 | -6 | -11 | -4 | -8 | -9 | -1 | -14 | -19
`Cc1ccccc1OCCSc1nnc(-c2ccncc2)n1C` across the screens: 3 | -24 | -8 | 0 | 0 | 8 | -6 | 1 | -3 | 1 | 6

Of the compounds above, these have fluorine.
nr	compound	SRC2 inh	NR5A2 inv ag	TWEAK Fn14 block	TLR9-MyD88 block	NCOA1 inh	COUP-TFII inh	LMP1 NFkB inh	NOD2-RIPK2 inh	TROY signal inh	TRAIL sens C8	SRC3 inh
8	CCOc1ncccc1C(=O)Nc1ccccc1F	28	-17	-39	-4	-5	-9	-4	-14	-24	12	25
12	O=C(c1ccc(F)cc1)N1CCC(C(=O)N2CCN(S(=O)(=O)c3cccc(F)c3)CC2)CC1	-11	7	-7	-2	8	4	4	-3	4	1	-4
19	CN(C)c1cccc(N(C)C)c1CNC(=O)NC(=O)c1c(F)cccc1F	-27	-13	-4	-15	0	-5	-4	-4	-1	13	16
24	CCOc1ncccc1C(=O)N(CC)CC(=O)NCc1ccc(F)cc1	-8	6	-6	-3	-13	-16	1	2	12	16	11

Down the list, quoted from above:
Entries 9 to 13 in TROY signal inh: -14, 16, 2, 4, -1
Entries 9 to 13 in SRC3 inh: 14, 9, -17, -4, -19

Next part.
nr	compound	SRC2 inh	NR5A2 inv ag	TWEAK Fn14 block	TLR9-MyD88 block	NCOA1 inh	COUP-TFII inh	LMP1 NFkB inh	NOD2-RIPK2 inh	TROY signal inh	TRAIL sens C8	SRC3 inh
26	O=C(COC(=O)c1ccco1)c1ccc(S(=O)(=O)N2CCCCC2)cc1	-35	18	-13	9	14	4	-5	4	-12	-29	-9
27	O=C(COC(=O)C12CC3CC(CC(C3)C1)C2)Nc1ccccc1F	3	0	-44	-6	-4	14	-6	9	-44	-8	17
28	CC(C)(C)OC(=O)C[C@H]1C/C=C\C[C@@H](CC(=O)NCCO)C(=O)N[C@H](C(C)(C)C)COC1=O	-4	-3	17	-4	-33	-3	1	5	-3	5	-4
29	CC(=O)OCC1OC(n2cc(F)c(=O)[nH]c2=O)C(OC(C)=O)C1OC(C)=O (configuration not stated)	-13	-5	15	-5	28	10	3	-3	1	14	29
30	CC(C)(C)OC(=O)N1CCN(CCNC(=O)c2ccccc2)CC1	-9	-16	-12	-9	-7	20	7	1	0	4	2
31	N#CCCn1c(SCC(=O)N2CCN(S(=O)(=O)c3ccccc3)CC2)nc2ccccc21	-4	8	6	-3	-23	0	1	0	-1	4	13
32	COc1ccc(-c2nc3nc(C)cc(C)n3n2)cc1	-31	-46	1	8	-105	-16	-22	-6	-44	37	-63
33	CC(C)CN(Cc1cc2ccccc2[nH]c1=O)C(=O)c1cccnc1	-14	-3	-6	-2	0	14	-6	-6	-2	-12	13
34	CC(C)(C)OC(=O)N[C@H](C(=O)OC(C)(C)C)c1ccc(Br)cc1	-2	2	16	3	5	3	-1	-4	-2	-14	25
35	CCN(CC)C(=O)c1ccc(Cc2cn(C)c3ccccc23)nc1	-2	-2	10	nt	0	-8	nt	-11	3	-5	-21
36	COc1ccc(NC(=O)CN(C)C(=O)CCc2ccccc2)cc1	-2	21	15	3	7	-2	2	1	-8	-4	-4
37	c1ccc2c(c1)nc(-c1ccncc1)n2CCNc1nc(CN2CCCCC2)cs1	-14	-2	3	-2	-26	10	2	-15	2	-2	0
38	CCC(=O)NC(=S)Nc1cccc(NC(=O)c2ccco2)c1	-15	3	-15	-14	-3	8	6	2	-18	9	10
39	Cc1ccccc1NC(=S)N(CCCN1CCOCC1)Cc1cccs1	14	8	2	0	-32	2	-31	-6	-9	22	3
40	COC(=O)c1c(C(=O)OC)c2oc3ccccc3n2c1Cl	-9	6	4	-15	3	-4	-7	-2	10	-7	5
41	O=C(Nc1cccc(N2C(=O)C3C4C=CC(C4)C3C2=O)c1)c1cccs1 (configuration not stated)	-14	14	15	0	9	-6	-1	-12	11	-3	12
42	CS(=O)(=O)N1CCN(Cc2cc(=O)n3ccsc3n2)CC1	-25	-14	-7	-7	-5	6	-3	8	-8	4	-13
43	CC(=O)c1ccc(NS(=O)(=O)c2ccc(C)cc2)cc1	-17	-1	-4	7	7	7	-18	-1	-5	-1	21
44	CSc1ccccc1C(=O)N1CCN(c2cccc(Cl)c2)CC1	-10	20	-20	7	17	-12	-10	-12	23	13	8
45	O=C(O)CSc1nnc(NC(=O)CN2CCOCC2)s1	5	-3	12	-8	-21	4	-7	-6	-5	1	18
46	Cc1nnc(NC(=O)c2ccc3ccccc3c2)o1	5	-18	-3	-1	-27	1	0	-8	-22	10	-9
47	O=C1Nc2cc(C(=O)N3CCN(Cc4ccccc4)CC3)ccc2SC1N1CCOCC1 (configuration not stated)	3	-3	16	-4	-2	3	16	-3	42	-13	9
48	CC(C)(C)OC(=O)NC1CONC1=O (configuration not stated)	-5	13	4	0	8	-9	1	-15	-12	-8	25
49	CCC1CCc2c(sc3nc(SCC(=O)NCc4ccco4)n(-c4ccccc4)c(=O)c23)C1 (configuration not stated)	-5	12	-16	0	0	8	-29	8	8	-6	-2
50	CC1=C(C(=O)N2CCOCC2)CC(CC(=O)NCCCN(C)C)C(=O)N1Cc1ccc(C(C)(C)C)cc1 (configuration not stated)	2	14	-9	nt	15	-7	nt	7	3	-5	16
51	Cc1ccccc1NC(=O)CSCc1cc(=O)n2ccsc2n1	13	5	-5	-5	7	-13	-10	-5	-1	6	9
